MEKK2 WT-MEK5 = raises or lowers MEK5 binding to wildtype human MEKK2 PB1 domain | Q9Y2U5 | AID 1531 | bead flow cytometry, Alexa488-MEK5 binding to MEKK2 WT; actives lie on both sides | binding response (% of control), % at 10 µM | 290,000 compounds, 1.1% hits; in the data active means binding response below about 67% or above about 130%
GalR3 antagonist = blocks the human galanin receptor 3. inhibition, % at 3 µM. O60755. HEK293 GalR3-CNG cAMP membrane potential fluorescence; galR3 body fused to GalR1 C-terminus. AID 651719. 360,000 compounds, 0.44% hits;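 active means inhibition above the screen-wide average plus 3 SD, cut at about 13% in these data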;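 further: forskolin and galanin both at EC90 stimulate the cells; cAMP rise reported by CNG channel membrane potential dye signal; 0% = forskolin plus galanin with DMSO and 100% = forskolin alone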
Target sequence (O60755 1-299 limits assumed): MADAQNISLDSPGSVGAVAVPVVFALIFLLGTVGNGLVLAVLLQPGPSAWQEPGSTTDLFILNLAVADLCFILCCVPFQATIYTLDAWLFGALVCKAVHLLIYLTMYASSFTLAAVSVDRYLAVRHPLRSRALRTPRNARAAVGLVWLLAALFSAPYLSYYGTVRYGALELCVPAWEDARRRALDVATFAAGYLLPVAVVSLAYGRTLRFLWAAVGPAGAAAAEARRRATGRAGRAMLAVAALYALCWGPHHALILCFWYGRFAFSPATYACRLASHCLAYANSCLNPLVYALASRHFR
GPR7 antagonist = antagonists of human GPR7 (neuropeptides B/W receptor 1). 290,000 compounds, 1.1% hits. AID 1861. P48145. GPR7-expressing cells, fluorescence antagonist assay. inhibition, % at 4.4 µM; in the data active means inhibition above about 16%, passing the limit was not always enough;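 further: cells stimulated with the agonist NPW; 0% = agonist with vehicle and 100% = vehicle without agonist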
Target sequence (P48145 whole entry, looked up): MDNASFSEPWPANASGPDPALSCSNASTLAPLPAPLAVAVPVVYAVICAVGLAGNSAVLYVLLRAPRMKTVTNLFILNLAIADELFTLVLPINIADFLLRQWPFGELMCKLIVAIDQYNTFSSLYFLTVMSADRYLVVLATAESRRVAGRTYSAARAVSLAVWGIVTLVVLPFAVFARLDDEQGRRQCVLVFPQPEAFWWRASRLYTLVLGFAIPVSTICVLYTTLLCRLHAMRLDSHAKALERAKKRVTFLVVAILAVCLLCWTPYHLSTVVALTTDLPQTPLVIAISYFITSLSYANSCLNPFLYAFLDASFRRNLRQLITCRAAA
PHOSPHO1 block = inhibitors of human PHOSPHO1 phosphatase; Q8TCT1; 290,000 compounds, 1.1% hits; inhibition, % at 13.3 µM; recombinant PHOSPHO1, absorbance phosphatase assay; in the data active means inhibition above about 60%
MEKK3 PB1 HTS = modulators (inhibitors or enhancers) of MEK5 binding to human MEKK3 PB1 domain. Q99759. bead-based flow cytometry, Alexa488-MEK5 binding to MEKK3; actives lie on both sides; 0 = blocked by unlabeled MEK5, 100 = vehicle. binding response (% of control), % at 10 µM. 290,000 compounds, 1.4% hits;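 active means binding response more than 3 SD above or below the average of its plate-row segment, actives on both sides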;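 further: Alexa488 bead fluorescence after subtracting the streptavidin-only scavenger bead signal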
MEKK2 mut-MEK5 = signal of MEK5 binding to mutant human MEKK2 PB1 domain | bead flow cytometry, Alexa488-MEK5 binding to MEKK2 mutant | percent response, % at 10 µM | 290,000 compounds, 0.35% hits; in the data active means percent response above about 24%, passing the limit was not always enough; further: inactives centre near 1; some results filed as inactive read as strong as hits; reference of the scale not given here
V1R ag counter = activates human V1a receptor in oxytocin agonist counter-screen; P37288; CHO-V1R cells, Fluo-8 calcium fluorescence, agonist mode; 0% DMSO, 100% 3 nM vasopressin; activation, % at 3 µM; 320,000 compounds, 0.25% hits; AID 2797;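 active means activation above the mean activation of all tested compounds plus 3 SD, per screening run, cut at about 20% in these data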;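 further: signal is peak over basal fluorescence ratio across a 100 second FLIPR read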
Target sequence (P37288 whole entry, looked up): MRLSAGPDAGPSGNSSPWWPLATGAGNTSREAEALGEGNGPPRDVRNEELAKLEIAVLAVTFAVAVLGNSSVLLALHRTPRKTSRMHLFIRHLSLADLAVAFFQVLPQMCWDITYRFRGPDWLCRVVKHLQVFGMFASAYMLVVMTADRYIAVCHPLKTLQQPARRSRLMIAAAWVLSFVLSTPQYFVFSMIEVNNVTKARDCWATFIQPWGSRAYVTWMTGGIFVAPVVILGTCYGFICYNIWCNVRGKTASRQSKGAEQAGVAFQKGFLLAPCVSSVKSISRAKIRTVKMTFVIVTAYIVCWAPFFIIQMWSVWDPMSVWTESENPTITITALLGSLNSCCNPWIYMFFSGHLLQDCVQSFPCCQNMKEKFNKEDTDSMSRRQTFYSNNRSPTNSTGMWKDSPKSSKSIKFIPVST
OXTR ag = agonists of human oxytocin receptor; CHO-OTR cells, Fluo-8 calcium fluorescence; normalized: DMSO 0%, oxytocin 100%; activation, % at 3 µM; P30559; 320,000 compounds, 0.32% hits;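 active means activation above the mean of all tested compounds plus 3 SD, cutoff set per screening run, cut at about 20% in these data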;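 further: peak over basal fluorescence ratio from a 100 s FLIPR kinetic read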
NALP1 yeast inh = blocks the NALP1 inflammasome reconstituted in yeast; AID 2071; 280,000 compounds, 0.61% hits; inhibition, % at 10 µM; S. cerevisiae NALP1/ASC/caspase-1 growth, X-gal OD620, 72 h; in the data active means inhibition mostly above about 24%, no sharp cut-off; inactive means mostly below about 32%; further: some compounds called inactive have numbers as strong as hits
* marks the source's active call; other numbers are inactive results; . = no result given; & = joins results of further samples.

SMILES | MEKK2 WT-MEK5 | GalR3 antagonist | GPR7 antagonist | PHOSPHO1 block | MEKK3 PB1 HTS | MEKK2 mut-MEK5 | V1R ag counter | OXTR ag | NALP1 yeast inh
Cc1nnc(SCC(=O)Nc2cc(C(N)=O)cc(C(N)=O)c2)n1-c1ccccc1 | 102 | -2 | -8 | 6 | 103 | 3 | -0.4 | -0.6 | 10
COc1ccc(-c2cc(C(=O)N(C)Cc3ccccc3)no2)cc1OC | 104 | . | 31* | 16 | 107 | 8 | -0.8 | -1.3 | 10
CCOc1ccc(N(CC(=O)Nc2ccc(C)cc2)S(=O)(=O)c2c(C)[nH]c(=O)[nH]c2=O)cc1 | 104 | -1 | -19 | -2 | 102 | 5 | -0.2 | 0.8 | .
CCOC(=O)Cc1csc(Nc2ccc(Cl)cc2)n1 | 102 | -4 | -6 | -11 | 104 | -1 | 1.1 | -2.1 | 5
CN(C)CCCNc1ncnc2c1cnn2-c1ccccc1 | 116 | . | 2 | 1 | 111 | 18 | 0.6 | 0.8 | 26
CC(C)(C)N(NC(=O)c1ccccc1)C(=O)c1cccc(C(=O)N(NC(=O)c2ccccc2)C(C)(C)C)c1 | . | -3 | 42* | 58 | . | . | 0.1 | -0.7 | 10
COc1cc(C(=O)Nc2ccc(N3CCOCC3)cc2)ccc1OCc1c(C)noc1C | 97 | -10 | -8 | 3 | 98 | 8 | 1.4 | 0.2 | 25
O=C(NC1C2CCCC1CN(C1CC1)C2)c1ccc(Cl)cc1 (configuration not stated) | 105 | -10 | -18 | 41 | 103 | 5 | . | . | 12
COc1cc2c(cc1OC)C(c1cccc(Br)c1)NC(=O)C2 (configuration not stated) | 105 | -8 | -9 | 45 | 106 | 4 | . | . | -7
O=C(Cc1ccc([N+](=O)[O-])cc1)Nc1ccc(C(=O)N2CCOCC2)cc1 | 105 | -2 | 1 | 38 | 102 | 6 | 1.5 | 2.0 | 9
CCOC(=O)N/N=C/c1c(C)nn(-c2ccccc2Cl)c1Cl | 100 | 3 | -3 | 12 | 99 | 10 | 0.0 | -1.2 | 20
COC(OC)C12c3ccccc3C(c3ccccc31)C1C(=O)N(c3cccnc3)C(=O)C12 (configuration not stated) | 98 | -2 | -9 | 29 | 101 | -2 | 1.2 | 1.0 | 2
Cc1ccc(OCCn2cc(C=O)c3ccccc32)cc1 | 108 | -2 | -8 | 31 | 105 | 4 | 2.8 | 0.4 | 7
COc1ccc(OC)c2[nH]c(=O)c(CCNC(=O)C(C)C)cc12 | 96 | -1 | -15 | -6 | 90 | -7 | 0.4 | -0.3 | 39
COc1cc(C(=O)NCC2(N(C)C)CCCCC2)ccc1OCc1ccccc1 | 106 | -3 | 13 | 35 | 103 | -1 | 1.8 | 3.5 | 0
CN(C)c1nc(N)nc(-c2cccnc2)n1 | 102 | 3 | -3 | 2 | 97 | 1 | 0.3 | 0.5 | 0
CCOc1ncnc2c1sc1nc(C)cc(C)c12 | 98 | 2 | -12 | -2 | 91 | -22 | -0.4 | -1.4 | .
Cc1ccc(C)c(C(=O)O/N=C(\N)c2ccc(Br)cc2)c1 | 93 | -7 | 1 | -4 | 97 | -5 | -0.7 | -1.1 | 3
Cc1ccc(C(C)C)c(OCC(=O)Nc2ccc3c(c2)nc(CN2CCCC2)n3C)c1 | 118 | -10 | -6 | 0 | 101 | 8 | -0.2 | -1.3 | -1
COc1ccc(N(CC(=O)N/N=C/c2ccc(F)cc2)S(=O)(=O)c2ccccc2)cc1 | 102 | -14 | -13 | 42 | 102 | 3 | 1.9 | -1.4 | -3
O=C(O)CSCC(=O)N1N=C2/C(=C/c3ccccc3)CCCC2C1c1ccccc1 (configuration not stated) | 96 | -7 | -4 | 28 | 100 | 1 | 0.0 | 0.7 | -2
Cc1cc(OCC(=O)NCc2ccccn2)c2c(C)c(Cc3ccccc3)c(=O)oc2c1 | 100 | 3 | 1 | 15 | 102 | 1 | 1.7 | 0.0 | 17
CC(=O)NCC1(O)CCCC(C)C1 (configuration not stated) | 97 | -2 | -15 | 37 | 97 | -8 | 0.3 | -0.1 | -18
CN(C)c1nc(SCCOC(=O)Nc2ccccc2)nc(N(C)C)n1 | 97 | -6 | -7 | 19 | 102 | -4 | -1.2 | -0.7 | -15
O=C(Nc1ccc(NC(=O)c2cccs2)cn1)c1ccco1 | 103 | -2 | 2 | 4 | 104 | 0 | 0.2 | -1.1 | -12

Brought forward from above: two compounds, followed by the next part.
SMILES | MEKK2 WT-MEK5 | GalR3 antagonist | GPR7 antagonist | PHOSPHO1 block | MEKK3 PB1 HTS | MEKK2 mut-MEK5 | V1R ag counter | OXTR ag | NALP1 yeast inh
CN(C)c1nc(SCCOC(=O)Nc2ccccc2)nc(N(C)C)n1 | 97 | -6 | -7 | 19 | 102 | -4 | -1.2 | -0.7 | -15
O=C(Nc1ccc(NC(=O)c2cccs2)cn1)c1ccco1 | 103 | -2 | 2 | 4 | 104 | 0 | 0.2 | -1.1 | -12
CCCCC1=NN(C(=O)c2cccnc2)C(O)(C(F)(F)F)C1 (configuration not stated) | 100 | 3 | -4 | -14 | 105 | 1 | 3.9 | -0.9 | 7
CC(=O)N(Cc1ccc(F)cc1)C1=C(NCCc2ccccc2)C(=O)c2ccccc2C1=O | 109 | -3 | 0 | 42 | 105 | 6 | -0.3 | -2.1 | 4
O=C(Cc1ccccc1)Nc1ccc(NC(=O)c2ccco2)cc1Cl | 105 | -9 | -4 | 19 | 101 | 13 | 0.7 | 0.1 | 8
CCN(CC)CC(O)CN(c1ccccc1)S(=O)(=O)c1ccc2ccccc2c1 (configuration not stated) | 114 | -10 | 10 | 40 | 118 | 15 | 1.8 | 0.2 | 9
CCOC(=O)CSC1=C(C#N)C(c2ccccc2)C(C(C)=O)=C(C)N1 (configuration not stated) | 90 | -4 | 6 | -90 | 96 | -2 | 0.6 | 1.6 | 15
COc1cccc(C2c3[nH]c4ccccc4c3CCN2Cc2cccc(C)n2)c1 (configuration not stated) | 96 | -4 | -5 | 41 | 102 | 2 | 0.6 | -1.1 | -4
Cc1cccc(C(=O)N=c2c(C#N)cc3c(=O)n4cccc(C)c4nc3n2Cc2ccco2)c1 | 84 | -7&-4 | 2 | -7 | 98 | -2 | -0.2 | -2.2 | 6
CCN(CC)CCn1c(NS(=O)(=O)c2ccc(Cl)cc2)nc2ccccc21 | 104 | -13 | 1 | 36 | 103 | 5 | -0.1 | 0.4 | 20
COc1ccc(Cn2nnnc2CN(Cc2cc3cc(C)ccc3[nH]c2=O)C2CCCC2)cc1 | 94 | -9 | -19 | 14 | 102 | 3 | 0.3 | -0.9 | -8
COc1ccc(NC(=O)c2ccc(-n3cccn3)c([N+](=O)[O-])c2)cc1 | 89 | 5 | 3 | 38 | 96 | -2 | 1.8 | 0.1 | -10
CCOC(=O)C1C(=O)CC(C)(O)C(C(=O)OCC)C1c1cc(Br)ccc1OC (configuration not stated) | 107 | 1 | 1 | 18 | 107 | 2 | -0.7 | 0.4 | 13
COc1cc(CC(NC(C)=O)C(=O)NC2CCN(C(=O)Nc3ccc(C)cc3)CC2)cc(OC)c1 (configuration not stated) | 101 | -5 | -3 | 31 | 101 | 4 | -0.6 | 0.5 | 0
Cc1cc(C)c(S(=O)(=O)N/N=C/c2ccc3c(c2)OCO3)c(C)c1 | 101 | -6 | -10 | 53 | 99 | 1 | . | . | 6
COc1cc(Cl)c(CN2CCCC(CO)(Cc3ccccc3F)C2)cc1OC (configuration not stated) | 111 | -5 | -17 | 29 | 109 | 7 | 1.2 | -0.5 | 11
C[C@H]1CCC[C@@]2(O[C@H](CCO)C[C@H](O)[C@H]2O)O1 | 103 | -1 | . | . | 102 | -3 | 0.7 | -0.4 | .
Cc1ccc(CCNC(=O)C2CCC(=O)N2CCc2ccccc2)cc1 (configuration not stated) | 105 | -1 | -20 | 15 | 103 | 7 | 0.3 | -0.6 | -2
Cc1ccccc1N(C(=O)Cc1cccs1)C(C(=O)NCC1CCCO1)c1cccnc1 (configuration not stated) | 98 | -1 | 4 | -4 | 99 | -2 | 0.9 | -0.2 | 1
CCn1c(=N)n(CC(=O)C(C)(C)C)c2ccccc21 | 99 | -8 | -4 | 17 | 90 | 0 | -0.7 | -2.2 | 19
N#CC1=C2N=C(N)c3ccccc3N2C2=C(C(=O)CCC2)C1c1cccc(Cl)c1 (configuration not stated) | 98 | -7 | -6 | 14 | 105 | -4 | 3.8 | 0.6 | 24
COc1ccc(NC(=S)Nc2cccc3ccccc23)cc1OC | 105 | -2 | -11 | 23 | 100 | 4 | 1.3 | 1.1 | 3
CC(Sc1ccccn1)C(=O)Nc1ccccc1 (configuration not stated) | 97 | -4 | 5 | 18 | 95 | 4 | -0.5 | -1.0 | 19
O=S(=O)(Cc1ccccc1)N1CCc2ccccc21 | . | . | -15 | 7 | 90 | 74* | -0.8 | -1.9 | 38
COc1ccc2nc(SCC(=O)Nc3ccc4sc(C)nc4c3)c(C#N)cc2c1 | 98 | -2 | -5 | 24 | 106 | -1 | 0.1 | -0.1 | 38
O=C(CN(C(=O)c1csnn1)c1cccc(C(F)(F)F)c1)NCCc1ccccc1 | 104 | -7 | -5 | 23 | 102 | 5 | 1.6 | 0.2 | 8
COC(=O)c1ccc(CN2C(=O)NC3(CCCCC3)C2=O)cc1 | . | 0 | 0 | -13 | . | . | 0.6 | -0.3 | -11

(continued)
SMILES | MEKK2 WT-MEK5 | GalR3 antagonist | GPR7 antagonist | PHOSPHO1 block | MEKK3 PB1 HTS | MEKK2 mut-MEK5 | V1R ag counter | OXTR ag | NALP1 yeast inh
CCOC(=O)c1[nH]c2ccc(OC)cc2c1NC(=O)OC | 104 | -4 | -8 | -30 | 103 | 3 | 2.4 | 2.1 | 16
COc1ccc(C(=O)Nc2c3c(nn2-c2ccc(Cl)cc2)CS(=O)(=O)C3)cc1 | 91 | 2 | 4 | 6 | 93 | -4 | 2.5 | 0.0 | 24
CCOc1ccc(C2CC(=O)N(Nc3ccc([N+](=O)[O-])cc3[N+](=O)[O-])C2=O)cc1 (configuration not stated) | 85 | -2 | 5 | 40 | 95 | -16 | -0.9 | -1.7 | -16
O=C(Cc1ccc(Cl)cc1)Nc1cccnc1 | 107 | -8 | -2 | 9 | 102 | 13 | 1.0 | 1.4 | 6
Cc1ccc(-c2cc(C(=O)N/N=C/C=C/c3ccccc3)n[nH]2)o1 | 90 | -2 | 8 | 5 | 100 | 0 | -0.2 | -0.8 | 30
COC(=O)c1sc(N)c(C(=O)OC)c1COC(=O)C12CC3CC(CC(O)(C3)C1)C2 | 96 | -9 | -6 | 40 | 100 | -2 | -0.5 | 0.6 | 19
O=C(Nc1cccc(OC(=O)c2ccc(Br)o2)c1)c1ccccc1 | 99 | -1 | 5 | 23 | 96 | 3 | 0.7 | 0.3 | 8
CS(=O)(=O)C1=NSC2=NC(=O)/C(=C\c3ccc(-c4ccccc4)o3)C(=N)N21 | 97 | . | 4 | 7 | 100 | 0 | 1.2 | 1.0 | 30
O=C(Cn1cc(C(F)(F)F)ccc1=O)Nc1ccc(N2CCOCC2)cc1 | 100 | 1 | -12 | 8 | 99 | -5 | 1.4 | 0.2 | 22
COc1ccc2[nH]c(C)c(CCNc3ccc(C(F)(F)F)cc3[N+](=O)[O-])c2c1 | 106 | 1 | -18 | -21 | 106 | -1 | -0.7 | -2.7 | 10
O=c1c2c3c(sc2[nH]c(=S)n1Cc1ccco1)CCC3 | 94 | -6 | -11 | 56 | 102 | -2 | -0.6 | -0.2 | 6
CC(CCc1ccco1)N(C)S(=O)(=O)c1csc(C(N)=O)c1 (configuration not stated) | 98 | -9 | -4 | 33 | 97 | 0 | 5.0 | 2.6 | -3

Compound activity: PubChem, several laboratories
